GLP-1R inv ag: qHTS of GLP-1 Receptor Inverse Agonists (Inhibition Mode). HEK293 GLP-1R CRE-luciferase, luminescence, 24 h; GLP-1R form is constitutively active. Potency, µM (highest dose often 38.3 µM), for inactives: top-dose activity change, negative = inhibition, most hits filed as inhibitors. actives 1.6% (n = 410,000). AID 624417, 2012; also: % is scaled to controls: 0 for no effect and ±100 for the full control effect; nearly all actives have a fitted effect of over 55% in size
Target sequence (P43220 whole entry, looked up): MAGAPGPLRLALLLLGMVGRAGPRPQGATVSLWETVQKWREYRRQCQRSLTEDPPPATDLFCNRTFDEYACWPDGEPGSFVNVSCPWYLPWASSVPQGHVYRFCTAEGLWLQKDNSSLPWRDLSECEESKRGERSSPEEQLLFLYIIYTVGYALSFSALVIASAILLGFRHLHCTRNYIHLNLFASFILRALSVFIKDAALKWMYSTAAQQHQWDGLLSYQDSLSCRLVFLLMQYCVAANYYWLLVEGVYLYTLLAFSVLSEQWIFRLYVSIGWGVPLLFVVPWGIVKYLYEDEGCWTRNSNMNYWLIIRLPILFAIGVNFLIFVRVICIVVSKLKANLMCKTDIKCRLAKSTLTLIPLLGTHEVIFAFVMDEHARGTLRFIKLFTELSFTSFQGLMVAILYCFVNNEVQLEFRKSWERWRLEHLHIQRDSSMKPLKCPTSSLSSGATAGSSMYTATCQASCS
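Assay principle: reduced luminescence from a cAMP-responsive reporter in HEK293 cells co-expressing a constitutively active GLP-1R. Conditions: 24 hr compound incubation, 37 deg C, 5% CO2.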
GLP-1R agonist: qHTS of GLP-1 Receptor Agonists; Glucagon-like peptide 1 receptor (Homo sapiens), P43220; HEK293 GLP-1R CRE-luciferase, luminescence, 4-6 h; cells express a hypersensitive GLP-1R form; Potency, µM (titrated, usually from 45.6 µM), for the others: at the top dose activation, actives largely listed as activators; actives 0.007% (n = 380,000); AID 624172, 2012; also: % of control where 0% means no effect
HT1080 IDH1KD tx: qHTS for induction of synthetic lethality in tumor cells producing 2HG: qHTS for the HT-1080-IDH1KD cell line. HT-1080 IDH1 knockdown viability, ATP luminescence, 48 h. Potency, µM (top dose mostly 46.1 µM), without a hit: top-dose activity, negative = toxicity, hits mostly cytotoxic. actives 2% (n = 360,000). AID 686971, 2013;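 also: 0% = DMSO wells and -100% = cell-free medium wells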
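Luminescent ATP read-out (CellTiter-Glo, 10 min at room temperature) after 48 h compound exposure at 37 °C gave viability of IDH1-knockdown HT-1080 cells. Activity was normalised to DMSO and cell-free wells, then fitted as concentration-response curves.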
SW480 rereplic: A quantitative high throughput screen for small molecules that induce DNA re-replication in SW480 colon adenocarcinoma cells. SW480 DNA re-replication, Hoechst DNA content imaging, 48 h. Potency, µM (doses to about 46.1 µM), for inactives: at the top dose re-replication activation, actives largely listed as activators. actives 1.8% (n = 340,000); also: % of control where 0% means no effect; nearly all actives have a fitted effect of over 55% in size
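DNA re-replication was detected as more nuclei of elevated Hoechst intensity after 48 hr exposure to compound (23 nL pinned per well of 250 cells).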
HT1080NT lethal: qHTS for induction of synthetic lethality in tumor cells producing 2HG: qHTS for the HT-1080-NT fibrosarcoma cell line; HT-1080-NT fibrosarcoma viability, CellTiter-Glo ATP luminescence, 48 h; Potency, µM (doses to about 46.1 µM), for inactives: at the highest dose activity, negative = less viability, actives largely listed as cytotoxic; actives 1.6% (n = 360,000); AID 686970, 2013;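 also: NT is the 2HG producing partner of a matched IDH1 knockdown line; 0% = DMSO-treated cells and -100% = media-only wells without cells; nearly all actives have a fitted effect of over 55% in size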
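Fibrosarcoma NT cells, 750 per well in 5% FBS RPMI, were exposed to compound for 48 hours. Viability: CellTiter-Glo luminescence.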
TDP-43 yeast inh: qHTS of TDP-43 Inhibitors | TDP-43 expressing yeast growth rescue, BacTiter-Glo, 24 h | Potency, µM (titrated, usually from 46.1 µM), for inactives: top-dose growth rescue (activation), most hits filed as activators | actives 1.8% (n = 410,000) | AID 652104, 2013; also: % of control where 0% means no effect; nearly all actives have a fitted effect of over 50% in size
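Yeast expressing TDP-43 (pregrown in raffinose, seeded at OD600=0.02 in galactose medium) exposed to compounds 24 hr at 30 deg C. Growth read by BacTiter-Glo luminescence; rescue of toxicity appears as increased signal.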
HEK293 tox: qHTS of GLP-1 Receptor Inverse Agonists: Cytotox Screen | Potency, µM (highest dose often 38.3 µM), for inactives: top-dose activity change, negative = inhibition, hits mostly inhibitors | HEK293 cAMP-luciferase reporter cells, luminescence, 24 h | AID 624418, 2012 | actives 0.13% (n = 410,000);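 also: loss of luciferase light is scored as toxicity; % is scaled to controls: 0 for no effect and ±100 for the full control effect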
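MLSMR compounds, 24 hr on cells at 37 deg C/5% CO2; luminescence after luciferase reagent (12 min RT). Inhibition counted as the undesired cytotoxic outcome.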
KB-3-1 cytotox: qHTS assay for MDR1-selective chemotherapeutics: Primary screen using the parental adenocarcinoma cell KB-3-1 | Potency, µM (top dose mostly 46.1 µM), for the others: at the top dose activity change, negative = cytotoxic, usual class: cytotoxic | KB-3-1 viability, CellTiter-Glo ATP luminescence, 72 h | actives 1.4% (n = 400,000) | AID 1347075, 2019; also: % is scaled to controls: 0 for no effect and ±100 for the full control effect; nearly all actives have a fitted effect of over 60% in size
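Parental KB-3-1 adenocarcinoma cells in phenol-red-free DMEM with 10% FBS were pin-treated with compounds at several concentrations, incubated 72 h at 37 °C, and viability read by CellTiter-Glo luminescence; concentration-effect curves were fitted after normalization.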
KB-V1 MDR tox: qHTS assay for MDR1-selective chemotherapeutics: Primary screen using the drug-selected MDR subline cells KB-V1; KB-V1 MDR cells viability, CellTiter-Glo, 72 h; Potency, µM (titrated, usually from 46.1 µM), for the others: top-dose activity change, negative = cytotoxicity, most hits filed as cytotoxic; actives 3.4% (n = 400,000); AID 1347076, 2019; also: % is scaled to controls: 0 for no effect and ±100 for the full control effect; nearly all actives have a fitted effect of over 60% in size
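Potencies derive from concentration-effect curves fitted to normalized luminescence (CellTiter-Glo) of KB-V1 cells treated for 72 h at 37 degrees C in phenol-red-free DMEM containing 10% FBS.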
* = called active by the depositor; ? = inconclusive; . = not tested or not shown; & = joins results of further samples; ! = repeats disagree; [ ] = remark or other dose. Calls follow the shape of the dose curve; as a rule, active = well fitted curve in the direction sought with a large enough effect; inconclusive = small, poorly fitted or top-dose-only effect, or another doubt; inactive = no such curve, though single readings can be large; an effect the other way counts as inactive or inconclusive. Potency is read from the fitted curve at half-maximal effect.

#	structure	SW480 rereplic	GLP-1R inv ag	HT1080NT lethal	KB-V1 MDR tox	HEK293 tox
1	Cc1ccc(C(=O)O)cc1N1C(=O)c2cccc3cc(Br)cc(c23)C1=O	-4%	-2%	0%	0%	-1%
2	O=C(CSc1cccc[n+]1[O-])N1CCCCCC1	-1%	2%[7.66 µM]	24%	-3%	11%[7.66 µM]
3	O=C(CN1CCN(c2ccccc2F)CC1)c1ccc(O)cc1O	-1%	-17%	-9%	-19%	2%
4	COc1ccc2c(c1)CCCN2C(N)=O	-2%	20%	2%	-10%	11%
5	COc1cc(NC(=O)c2cc([N+](=O)[O-])ccc2NC(=O)CNC2CCCCC2)cc(OC)c1	5%	?	-4%	?	-6%
6	Cc1csc(NC(=O)C(F)(F)F)n1	-422%[inhibitor]	25%	9%	4%	-7%[1.53 µM]
7	COc1ccc(OC)c(NC(=O)NC2CCCc3ccccc32)c1 (stereo not given)	?	-21%	-6%	?	1%
8	C=CCN1CCN(Cc2cnc(Cl)s2)CC1	2%	-25%	13%	-2%	3%

#	TDP-43 yeast inh	HT1080 IDH1KD tx	KB-3-1 cytotox	GLP-1R agonist
1	-20%	1%	-25%	-2%
2	9%	1%	4%	-1%
3	21%	11%	0%	-1%
4	-7%	12%	9%	7%
5	21%	-11%	0%	18%
6	13%	7%	4%	-3%
7	-3%	-10%	-14%	-2%
8	22%	6%	-1%	4%

The results go on:
#	structure	SW480 rereplic	GLP-1R inv ag	HT1080NT lethal	KB-V1 MDR tox	HEK293 tox
9	CCC(C)[C@H](NC(=O)N1CCn2c1nc1ccccc12)C(=O)NCc1ccccc1 (stereo not given in full)	?	?	-20%	?	-20%
10	Cc1cc(C)c(C#N)c(Sc2nnnn2-c2ccccc2)n1	18%	-1%	0%	-8%	2%
11	O=C(/C=C/c1cccnc1)c1cccc(O)c1	?	?	21µM*	?	?
12	CNS(=O)(=O)c1ccc(NC(=O)c2cnn3c(C(F)F)cc(-c4ccccc4)nc23)cc1	-5%	8%&15%	21%	?	10%&0%
13	CC1(C)CC2(C)OC(=N)C1(C#N)C2(C#N)C#N (stereo not given)	5%	42%[activator]	?	3%	-10%
14	Cc1ccccc1C(=O)Nn1cnnc1	0%	8%	-2%	5%	-3%
15	C=CCC[C@H](Cc1ccc(F)cc1)C(=O)OC[C@H](Cc1c[nH]c2ccccc12)NC(=O)[C@H](CC=C)CC(=O)N(CCO)Cc1ccccc1	?	?	?	?	10%
16	CCN(CC)c1ccc(NC(=O)c2cccc(C)c2OC)c(C)c1	?	?	?	-7%	2%

#	TDP-43 yeast inh	HT1080 IDH1KD tx	KB-3-1 cytotox	GLP-1R agonist
9	-7%	-17%	5%	3%
10	8%	-7%	?	-1%
11	-20%	?	?	-5%
12	0%&9%	-2%	?	-1%&1%
13	12%	?	0%	-2%
14	-1%	5%	8%	9%
15	14%	?	?	-2%
16	-9%	?	3%	9%

One compound at a time, from the list above. Screens in order: SW480 rereplic, GLP-1R inv ag, HT1080NT lethal, KB-V1 MDR tox, HEK293 tox, TDP-43 yeast inh, HT1080 IDH1KD tx, KB-3-1 cytotox, GLP-1R agonist
CCN(CC)c1ccc(NC(=O)c2cccc(C)c2OC)c(C)c1 in the list: ?, ?, ?, -7%, 2%, -9%, ?, 3%, 9%
C=CCC[C@H](Cc1ccc(F)cc1)C(=O)OC[C@H](Cc1c[nH]c2ccccc12)NC(=O)[C@H](CC=C)CC(=O)N(CCO)Cc1ccccc1 in the list: ?, ?, ?, ?, 10%, 14%, ?, ?, -2%
O=C(/C=C/c1cccnc1)c1cccc(O)c1 in the list: ?, ?, 21µM*, ?, ?, -20%, ?, ?, -5%

(cont.)
#	structure	SW480 rereplic	GLP-1R inv ag	HT1080NT lethal	KB-V1 MDR tox	HEK293 tox
17	O=C(CN1CCCN(Cc2ccccc2F)S1(=O)=O)Nc1ccc(F)c(Cl)c1	.	-25%	.	-6%	?
18	CC(C)n1ncc2c(C(=O)N3CCN(Cc4ccc(Cl)s4)CC3)cc(C3CC3)nc21	5%	?	3%	8.2µM*	-20%
19	NC(=O)CSc1nc2cc([N+](=O)[O-])ccc2n1-c1cccc(C(F)(F)F)c1	-2%	5%	2%	6.5µM*	3%
20	COCCN1C(=O)N[C@@H](c2cccs2)C(C(C)=O)=C1C	-12%	27%	15%	17%	3%
21	CC(c1ccco1)N(C(=O)C12CC3CC(CC(C)(C3)C1)C2)c1ccccn1 (stereo not given)	1%	?	0%	0%	-7%
22	CCOc1ncccc1C(=O)N1CCCSC1=Nc1ccc(C(C)=O)cc1	8%	12%	-2%	-15%	12%
23	COc1ccc(CC2(CO)CCN(S(=O)(=O)c3cccc4cccnc34)CC2)cc1	-3%	62%[activator]	4%	-4%	-11%
24	COC(=O)c1cccc(C(=O)N2CCC(CO)(CCc3ccccc3)CC2)c1	-1%	7%	6%	-9%	-6%

#	TDP-43 yeast inh	HT1080 IDH1KD tx	KB-3-1 cytotox	GLP-1R agonist
17	11µM*	.	-5%	.
18	11%	-12%	?	-2%
19	3%	1%	4%	13%
20	15%	10%	13%	-5%
21	-26%	-3%	-7%	2%
22	-12%	-5%	-5%	-4%
23	12%	5%	-1%	19%
24	20%	2%	11%	17%

Following part.
#	structure	SW480 rereplic	GLP-1R inv ag	HT1080NT lethal	KB-V1 MDR tox	HEK293 tox
25	Cc1ccc(S(=O)(=O)N2CCOCC2)cc1NC(=O)CN(C)CC(=O)Nc1cccc(F)c1	.	-4%	-14%	13%	-7%
26	O=C(Nc1ccccc1-c1ccccc1)c1cnccn1	10%	19%	-23%	?	-10%
27	CCNCCNC(=O)c1c(O)c2ccccc2n(CC)c1=O	1%	-10%	2%	?	-10%
28	CC(c1ccccc1)C1CC(=O)N(Cc2ccccc2)C1=O (stereo not given)	-7%	?	-2%	-15%	-4%
29	CC(=O)c1cccc(NC(=O)CSc2nc(C3CC3)nc3ccccc23)c1	20%	2%	?	?	?
30	Cc1ccc(NC(=O)CSc2nnc(C(F)(F)F)n2C)cc1[N+](=O)[O-]	-9%	47%[activator]	29%	13%	-2%
31	N/C(Cc1ccc([N+](=O)[O-])cc1)=N\OC(=O)c1ccco1	-32%[inhibitor]	9%	8%	23%	-38%
32	CCNC(=S)Nc1cccc(S(=O)(=O)NC2=NCCC2)c1	0%	7%	1%	-6%	-8%

#	TDP-43 yeast inh	HT1080 IDH1KD tx	KB-3-1 cytotox	GLP-1R agonist
25	-4%	-11%	-10%	3%
26	18µM*	?	7%	30%
27	-18%	0%	-7%	-8%
28	21%	4%	-5%	19%
29	4%	?	-6%	16%
30	4%	20%	10%	7%
31	?	9%	-1%	17%
32	-6%	14%	-13%	9%

Further structures.
#	structure	SW480 rereplic	GLP-1R inv ag	HT1080NT lethal	KB-V1 MDR tox	HEK293 tox
33	COc1ccc(/C=N/NC(=O)c2cccc(Br)c2)cc1CN1CCOCC1	-4%	4%	-19%	14%	11%
34	CC(=O)Nc1ccc(S(=O)(=O)Nc2ccc(C(=O)NCC(=O)O)cc2)cc1	-4%	5%	-1%	7%	-8%
35	COc1ccc(CNC(=O)CCCSc2ccccc2)cc1	-4%	-12%	-1%	22%	17%
36	Cc1occc1-c1nnc(SC(C)C(=O)Nc2ccccc2F)o1 (stereo not given)	-9%	?	?	10µM*	12%
37	Cc1cccc(C)c1OCC(=O)OCC(=O)c1ccc2c(c1)NC(=O)CO2	4%[9.22 µM]	11%	7%	6%	0%
38	Cc1cc(F)ccc1S(=O)(=O)Nc1ncnc2sccc12	-11%	5%	2%	1%	0%
39	Cc1ccc(C)c(NC(=O)c2oc(=O)c3ccccc3c2-c2ccccc2)c1	-11%	?	-1%	18µM*!	-10%&-13%
40	Cc1ccc(C)c(Cn2c(=O)cc(C)c3c(C)nn(-c4cccc(F)c4)c32)c1	.	10%	.	7%	4%
41	CCOC(=O)CC(C#N)c1cn(C)c2ccccc12 (stereo not given)	-1%	4%	-2%[9.24 µM]	4%	10%
42	COCCN=C1Sc2nc3ccc(C)cc3cc2CN1Cc1ccco1	-3%	?	1%	-6%	-3%

#	TDP-43 yeast inh	HT1080 IDH1KD tx	KB-3-1 cytotox	GLP-1R agonist
33	-14%	-17%	0%	-1%
34	-4%	0%	-3%	-2%
35	21%	0%	-2%	13%
36	7%	?	?	5%
37	17%	5%	5%	-6%
38	?	0%	-1%	-1%
39	8%&21%	-13%	-29%&-26%	0%&-1%
40	2%	.	-5%	.
41	-6%	-20%	6%	-3%
42	1%	-8%	15%	0%

Two compounds from above, reduced to SW480 rereplic.
nr	SMILES	SW480 rereplic
33	COc1ccc(/C=N/NC(=O)c2cccc(Br)c2)cc1CN1CCOCC1	-4%
41	CCOC(=O)CC(C#N)c1cn(C)c2ccccc12 (stereo not given)	-1%

Quoted from the listing.
COCCN=C1Sc2nc3ccc(C)cc3cc2CN1Cc1ccco1 in KB-3-1 cytotox reads 15%
Cc1ccc(C)c(NC(=O)c2oc(=O)c3ccccc3c2-c2ccccc2)c1 in TDP-43 yeast inh reads 8%&21%

From PubChem BioAssay
